Screening data (PubChem BioAssay)
PAX8 inh HTS: PAX8 transcriptional activity inhibition | actives 1.2% (n = 360,000) | RMG-I TPO-luciferase reporter, SteadyGlo, 24 h | inhibition, % at 12.6 µM;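 active means mean replicate inhibition at least 60% with every replicate also reaching 60%; inconclusive means only one of the two criteria is met; inactive means mean below 60% and not all replicates reaching 60%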;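 further: luciferase light reporting Pax8 driven TPO promoter activity; plate controls were median of neutral control wells for no effect and mitoxantrone controls for full effect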
FN deposition inh: fibronectin deposition inhibition. actives 0.086% (n = 350,000). AH1F fibroblasts, Alexa488-fibronectin deposition fluorescence, overnight. AID 743247. inhibition, % at 12.6 µM;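 active means mean inhibition across replicates of 30% or more, regardless of how many single replicates reach that level; inconclusive means mean under 30% yet at least half of replicates reach 30%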;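 further: positive control wells lacked labelled fibronectin entirely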
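Material – AH1F fibroblast monolayer, labelled fibronectin deposition · Reagent – labelled fibronectin 24 nM · Timing – 1 h adhesion, overnight exposure · Measured by – fluorescence at 485 nm excitation, 525 nm emission · Read-out – inhibition of fibronectin deposition signal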
miR122 inh: blocks miR-122 activity in Huh7 sensor cells; Huh7 miR-122 Renilla luciferase sensor, 48 h; neutral wells = 0, positive control = 100; activation (reporter increase), % at 12.5 µM; actives 0.3% (n = 340,000); AID 602342;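 active means mean replicate activation score at least 90 and every replicate individually at or above 90; inconclusive means only one of the two criteria met; inactive means neither criterion met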;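 further: higher luciferase means less miR-122 activity so hits act as miR-122 inhibitors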
CFTR F508del cor: CFTR F508del correction in bronchial cells; actives 0.36% (n = 350,000); CFBE cells, YFP halide quenching; stimulated with forskolin plus potentiator P3; % fluorescence drop versus neutral controls; AID 720511; activity (quench increase), % at 7.58 µM;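 active means mean added fluorescence quench of at least 8% versus neutral control, with both replicates also reaching 8%; inconclusive means only one of the mean or replicate conditions met; inactive means mean below 8% and not both replicates reaching 8%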;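 further: cells transiently co-express mutant CFTR-F508del with the halide-sensitive YFP; corrector assay measuring rescue of mutant channel to the surface after 24 h compound exposure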
DENV2 CPE rescue: DENV2-induced cell death inhibition | CPE inhibition, % at 9.99 µM | DENV2-infected cells, cytopathic effect rescue, plate reader | actives 1.7% (n = 350,000); in the data active means CPE inhibition above about 20%, passing the limit was not always enough; inconclusive means no clear call, values can overlap the other calls; tested in BHK-21 cells;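 further: 0% = median of neutral control wells and 100% = median of positive control wells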
GSIS activator: primary screen for activators of insulin secretion dependent on glucose, INS-1E cells, GLuc reporter luminescence | INS-1E GLuc reporter insulin secretion, 2-3 h | activation, % at 16.6 µM | actives 0.61% (n = 370,000) | AID 743287;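 active means lowest replicate activation of at least 40%, so every replicate reaches that level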;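 further: 0% = median of neutral control wells and 100% = median of IBMX positive control wells; some compounds called inactive have numbers as strong as hits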
EWS-Fli inh: inhibitors of EWS/Fli oncoprotein transcriptional activity; A673 NR0B1-luciferase reporter, viability-normalised; inhibition, % at 12.6 µM; actives 0.67% (n = 350,000);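 active means mean inhibition of at least 50% after viability correction, with every replicate also passing that limit; inconclusive means mean reaches 50% but only one of two replicates passes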;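 further: firefly luciferase signal divided by Alamar Blue viability fluorescence both relative to DMSO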
* hit, by the source's call; u = inconclusive; x = not tested or not shown; [ ] = remark or other dose.

SMILES | PAX8 inh HTS | FN deposition inh | miR122 inh | CFTR F508del cor | DENV2 CPE rescue | GSIS activator | EWS-Fli inh
CCCN1[C@H](C(=O)NC2Cc3ccccc3C2)[C@@H](CO)[C@@H]2Cn3c(ccc(C4=CCCC4)c3=O)[C@@H]21 | x | x | -9[16.7 µM] | -2.5 | -3 | -2 | -1
COc1ccc(CN(C)C[C@@H]2OCCCC[C@@H](C)Oc3ccc(NC(=O)NC4CCCCC4)cc3C(=O)N([C@H](C)CO)C[C@H]2C)cc1 | x | -6 | 11[16.7 µM] | -1.4 | 12 | -26 | 12
C[C@H](CO)N1C[C@H](C)[C@@H](CN(C)Cc2cccnc2)OCc2ccccc2-c2c(n(C)c3ccccc23)C1=O | 13 | -11 | x | 0.7 | 12 | -2 | 2
COc1ccc(OCC(=O)NCCNC(=O)c2ccccn2)cc1 | -12 | -5 | 0 | -0.4 | -4 | 3 | 7
O=C(Cc1cn(Cc2ccccc2)c2ccccc12)Nc1ccc(Oc2cccnc2)cc1 | 3 | -6 | x | 0.3 | 49* | x | 3
CO[C@H]1CN(C)C(=O)c2ccc(NS(=O)(=O)c3ccccc3)cc2OC[C@@H](C)N(C)C[C@@H]1C | x | -8 | 2[16.7 µM] | -0.5 | x | 15 | 8
CN(C)c1cc(-c2ccc(C#N)cc2)oc(=O)c1Cl | 7 | -14 | -4 | 0.3 | -1 | 10 | 4
CCOc1ccccc1NC(=O)COC(=O)C1CC1 | -6 | 2 | x | 1.8 | -4 | 3 | 0
COc1ccc(N(Cc2cc3ccccc3[nH]c2=O)S(=O)(=O)c2ccccc2)cc1 | 27 | 4 | -5 | 1.3 | -7 | -3 | 6
C[C@H](CO)N1C[C@H](C)[C@H](CN(C)S(=O)(=O)c2cn(C)cn2)Oc2ccc(N(C)C)cc2CC1=O | -3 | 1 | -4[16.7 µM] | -0.1 | 5 | 12 | -9
COC(=O)COc1ccc(NS(=O)(=O)c2cccc([N+](=O)[O-])c2)cc1 | 6 | 18 | x | -7.9 | 8 | -31 | 7
COCCNC(=O)C12CC3CC(C1)CC(c1ccccc1)(C3)C2 | 12 | -12 | 2 | -4.4 | 13 | 6 | 11
COC(=O)/C=C/C(=O)Nc1cccc(C(F)(F)F)c1 | 31 | 5 | -6 | 2.9 | u | -2 | 6
C=CCNC(=O)c1onc(CSc2ccc(C(C)C)cc2)c1C(=O)O | -13 | 6 | -6 | 1.4 | 13 | -11 | -19
Cc1cccc(NC(=O)COc2coc(CN3CCN(Cc4ccccc4)CC3)cc2=O)c1 | x | 6 | x | 0.6 | -8 | 5 | 21

Record cards (already shown). Order of screens: PAX8 inh HTS	FN deposition inh	miR122 inh	CFTR F508del cor	DENV2 CPE rescue	GSIS activator	EWS-Fli inh
Profile of `CCCN1[C@H](C(=O)NC2Cc3ccccc3C2)[C@@H](CO)[C@@H]2Cn3c(ccc(C4=CCCC4)c3=O)[C@@H]21` → x	x	-9[16.7 µM]	-2.5	-3	-2	-1
Profile of `Cc1cccc(NC(=O)COc2coc(CN3CCN(Cc4ccccc4)CC3)cc2=O)c1` → x	6	x	0.6	-8	5	21

(further entries)
SMILES | PAX8 inh HTS | FN deposition inh | miR122 inh | CFTR F508del cor | DENV2 CPE rescue | GSIS activator | EWS-Fli inh
CCCc1[nH]nc2c1C1(C(=O)N(CC)c3ccccc31)C(C#N)=C(N)O2 (stereo not drawn) | x | x | -9 | 0.7 | 7 | 0 | 11
NC(=O)C1CCN(C(=O)C23CC4CC(CC(C4)C2)C3)CC1 | -3 | 5 | 3 | x | x | x | x
COCCNC(=O)[C@@H]1[C@@H](CO)[C@@H]2Cn3c(ccc(-c4ccc(F)cc4)c3=O)[C@H]1N2C | -19 | x | 1[16.7 µM] | -0.6 | 0 | 1 | -1
CCc1cnc(N2[C@H](C#N)[C@H](c3ccccc3)[C@@H]2CO)s1 | -14 | -10 | x | 0.0 | 8 | 4 | -1
O=C(NCc1ccc(F)cc1)c1cc(C2CCCN(C(=O)c3cccs3)C2)on1 (stereo not drawn) | 1 | 9 | 3 | 1.3 | -1 | 6 | -4
O=C1CC[C@@H](CN(Cc2ccccn2)Cc2nc(Cc3cccc(C(F)(F)F)c3)no2)N1 | 1 | x | x | 2.8 | -4 | -16 | -1
COc1ccc(C(c2nnnn2C2CCCCC2)N2CCN(C)CC2)c(OC)c1 (stereo not drawn) | -4 | -7 | -3 | -0.7 | x | 10 | -1
C[C@H](CO)N1C[C@H](C)[C@@H](CN(C)C(=O)c2ccc(F)cc2)Oc2ncc(C3=CCCCC3)cc2C1=O | x | -5 | 4[16.7 µM] | -0.4 | -7 | 24 | 9
C[C@@H]1CCCCO[C@H](CN(C)S(=O)(=O)c2cccs2)[C@@H](C)CN([C@H](C)CO)C(=O)c2cc(NS(=O)(=O)c3ccc(Cl)cc3)ccc2O1 | -38 | -18 | -2[16.7 µM] | 1.0 | 19 | 14 | -4
O=C(NC[C@@H]1[C@@H](c2ccccc2)[C@@H](CO)N1CC1CCCC1)c1cccnc1 | -10 | x | 21[16.7 µM] | 1.6 | 39* | 4 | -5
O=C(N=C1c2ccccc2CN1c1ccccc1)c1cccc([N+](=O)[O-])c1 | -4 | 0 | x | x | x | 19 | x
COc1ccc(S(=O)(=O)N(C)C[C@H]2OCCCC[C@H](C)Oc3ccc(NS(C)(=O)=O)cc3C(=O)N([C@@H](C)CO)C[C@H]2C)cc1 | 4 | x | 7[16.7 µM] | -2.5 | 11 | 7 | -4
CC(C)(C)NC(=O)c1ccc2c3c(cccc13)CC2 | 14 | -3 | 18 | -0.9 | -5 | -3 | -6
O=C(c1ccccc1)N1C[C@@H]2[C@H](c3ccccc31)[C@@H](CO)N2S(=O)(=O)c1ccccc1 | 4 | x | 12[16.7 µM] | -1.2 | -8 | 1 | -4
C[C@@H]1CCCCO[C@H](CN(C)C(=O)c2ccncc2)[C@@H](C)CN([C@H](C)CO)C(=O)c2cc(N(C)C)ccc2O1 | -13 | x | 3[16.7 µM] | -1.3 | x | 10 | -3
COCCn1c(SCC(=O)c2c(N)n(C3CC3)c(=O)[nH]c2=O)nnc1-c1ccc(Cl)cc1 | 0 | x | x | -5.3 | 1 | -1 | -16
Clc1ccc(-c2csc(-c3ccncc3)n2)cc1 | -124 | -17 | 1 | -0.8 | 2 | 4 | -49
CC(C)C(NC(=O)c1ccc(C(C)(C)C)cc1)C(=O)NCC1(N(C)C)CCCCC1 (stereo not drawn) | 3 | -5 | x | -0.3 | 4 | 1 | 4
Oc1ccc(Cl)cc1CNC1CCCCC1 | x | -1 | 0 | 1.1 | -3 | 10 | 4
Clc1ccc(CN2CCc3c([nH]c4ccccc34)C2)cc1Cl | 10 | -2 | 4 | 1.4 | 0 | -18 | 57*
Cc1ccc(S(=O)(=O)Nc2ccc3c(c2)C(=O)N([C@@H](C)CO)C[C@@H](C)[C@H](CN(C)Cc2ccccc2)OCCCC[C@H](C)O3)cc1 | 8 | -17 | x | 1.2 | -7 | -15 | 9
CCN(CC(=O)Nc1cc(C)c(Cl)cc1OC)CC(=O)NC1CCS(=O)(=O)C1 (stereo not drawn) | 1 | x | 6 | -0.5 | -3 | -2 | 3
COc1ccccc1N1CCN(C(=O)c2ccc3nc[nH]c3c2)CC1 | 7 | 4 | 6 | -4.9 | 2 | -6 | -5
COc1c(CC=C(C)C)cc(C2CC(=O)c3c(O)cc(O)cc3O2)cc1CC=C(C)C (stereo not drawn) | x | x | -1 | 0.5 | 12 | x | -1
C/C(=N/NC(=O)c1cc(C)[nH]n1)c1ccncc1 | -40 | -2 | x | -4.9 | 0 | -1 | -32
COc1ccc(/C(N)=N/O)c(OC)c1 | -24 | x | 2 | 3.0 | x | 1 | -6
CCOc1ccc(NS(=O)(=O)c2ccc(C(=O)NNC(=O)c3ccccc3O)cc2)cc1 | 42 | 8 | x | 4.7 | 3 | -23 | 15
CO[C@H]1CN(C)C(=O)c2ccc(NC(=O)c3cccc(F)c3)cc2OC[C@H](C)N(CC2CC2)C[C@H]1C | -2 | -1 | x | 2.4 | -7 | 6 | -1
C[C@H]1CN([C@@H](C)CO)C(=O)c2cccc(NC(=O)CCCCCC(=O)Nc3ccccc3N)c2O[C@H]1CN(C)C(=O)Nc1ccc(F)cc1 | -20 | x | x | 1.2 | 1 | -10 | -10
O=C(CSc1nncc2ccccc12)Nc1cccc(O)c1 | 13 | 5 | -11 | 0.3 | -4 | 11 | -6
COc1cccc2sc(Nc3nc(C)c(C(C)=O)s3)nc12 | -32 | -2 | -4 | x | x | x | x
COc1ccccc1CNC(=O)CSc1cc(=O)n(C)c2ccccc12 | 8 | 3 | x | -1.8 | x | -4 | 4
CN1CCN(S(=O)(=O)c2ccc(Nc3ccc(F)cc3)c([N+](=O)[O-])c2)CC1 | 10 | 2 | 3 | 0.4 | u | 2 | 1
CCN(CC(=O)Nc1c(F)cccc1F)C(=O)/C=C/c1ccc(Br)s1 | -3 | 0 | x | 0.6 | -1 | -9 | -2
CCC(=O)N[C@H]1C=C[C@H](CC(=O)OC)O[C@H]1CO | -2 | -6 | -4[16.7 µM] | -2.0 | -1 | -1 | -2
CC1CC(C)CN(C(=O)c2ccc(S(=O)(=O)N3CC(C)CC(C)C3)cc2)C1 (stereo not drawn) | 21 | -7 | 1 | -2.0 | 4 | -53 | 18
COc1ccc(S(=O)(=O)N2CCCCCC2)cc1NC(=O)Cc1cccc(C(F)(F)F)c1 | 17 | 3 | 4 | x | 111* | x | 21
COc1ccc(-c2nc(N)ncc2-c2ccccc2OC)c(O)c1 | 11 | 5 | -6 | -2.2 | -5 | 4 | -9
Cc1ncc(COCc2ccccc2)c(CO)c1OCc1ccccc1 | -16 | 3 | x | -3.0 | -2 | -4 | -2
COc1ccccc1CNC(=O)C[C@H]1C[C@@H]2c3cc(NC(=O)c4ccc5c(c4)OCO5)ccc3O[C@@H]2[C@@H](CO)O1 | 34 | x | 1[16.7 µM] | 2.1 | -3 | -22 | 4
CC(C(=O)O)n1cc(C#N)c(=O)[nH]c1=O (stereo not drawn) | x | 2 | -4 | 1.3 | 7 | 5 | -14
O=C(c1cccnc1)N1CCN(S(=O)(=O)c2cccs2)CC1 | 8 | x | 1 | 0.1 | -7 | 9 | -14
CCC(=O)N1CC2(CN(Cc3ccc(Cl)cc3)C2)c2c([nH]c3cc(OC)ccc23)[C@@H]1CO | x | x | x | 3.1 | 3 | -5 | -11
CCOC(=O)N1CCC(NC(=O)c2ccc3c(c2)N=C(C)c2ccccc2S3)CC1 | 29 | 6 | -2 | -2.8 | -7 | -6 | x
Cc1cccc2c(C(=O)O)c3cccc(C)c3nc12 | 16 | 8 | x | -1.6 | -2 | -2 | -30
Cc1ccc(C2CC(=O)C(C=NCCN3CCN(C(=S)Nc4ccc(F)cc4)CC3)=C(O)C2)cc1 (stereo not drawn) | -1 | -2 | 2 | -0.8 | 1 | -38 | -7
CCOC(=O)c1c(NC(=O)CSc2nc(C)cc(C)c2C#N)sc(C(C)=O)c1C | 18 | 0 | 1 | x | x | x | x
Cc1ccc(S(=O)(=O)N2CCC[C@H]2C(=O)NC2CCCCC2)cc1 | -16 | 6 | -7 | -1.8 | 3 | -7 | 5
Cc1cc(NC(=O)COC(=O)c2ccc(Cl)cc2)no1 | 4 | -5 | 1 | -0.7 | 18 | -4 | 4
C[C@@H]1CN([C@@H](C)CO)C(=O)c2cc(NS(=O)(=O)c3ccc(F)cc3)ccc2O[C@@H](C)CCCCO[C@@H]1CN(C)Cc1ccc(C(F)(F)F)cc1 | 88* | -3 | -7[16.7 µM] | 0.3 | 3 | 16 | 0
COc1ccc(C(=O)Nc2ccc(C(=O)Nc3cccnc3)cc2)cc1 | -4 | 7 | x | 2.3 | 9 | 12 | 0
COc1ccc2c3c(n(C)c2c1)[C@@H](CO)NCC31CCN(CC2CCCC2)CC1 | -2 | x | x | 3.0 | 3 | 6 | -5
